Growth percent in the NCI-60 one-dose screen (48 h, 10 µM unless noted): 100 = growth as untreated, 0 = no growth, -100 = all killed.
HCC-2998 = HCC-2998 colon cancer. 79,000 tested, 4.7% active. AID 1794799
SW-620 = SW-620 colon cancer; AID 1794795; 82,000 tested, 5.2% active
HCT-15 = HCT-15 colon cancer; AID 1794746; 82,000 tested, 5.2% active
SNB-19 = SNB-19 CNS cancer cells; 81,000 tested, 2.5% active
COLO 205 = COLO 205 colon cancer; AID 1794742; 79,000 tested, 7.3% active
KM12 = KM12 colon cancer cells | 82,000 tested, 5% active | AID 1794800
HT29 = HT29 colon cancer | 81,000 tested, 7.4% active
SNB-75 = SNB-75 CNS cancer. 79,000 tested, 5% active
HCT-116 = HCT-116 colon cancer; 82,000 tested, 7.3% active
The depositor's hits bear a star; nt = no result given; & = joins results of further samples; [ ] = remark or other dose. How the source made its calls: active means growth percent below 10; inactive means the rest.

Screens in order – HCC-2998	SW-620	HCT-15	SNB-19	COLO 205	KM12	HT29	SNB-75	HCT-116
CCOC(=O)C1=C(C)n2nc(CC#N)c(C#N)c2NC1c1ccc(N(C)C)cc1 (centres undefined)
  99	97	97	104	109	87	125	84	90
Cc1cc(Nc2ccc(F)cc2)n2c(nc3ccccc32)c1C#N
  98	89	88	106	88	80	69	82	73
CCCCCNS(=O)(=O)c1ccc(C)cc1
  109	93	103	98	101	100	93	104	104
ClCc1ccc(-c2ccc(Cn3cnc4nc(Cl)nc(Cl)c43)cc2)cc1
  nt	-47*	-5.1*	6.8*	-14*	-63*	-8.1*	-2.5*	-72*
COc1cccc(-n2cc(-c3nc(Cl)c4ccccc4n3)nn2)c1
  105	110	98	94	99	106	53	72	89
COc1ccc(-c2nc(C(C)C(=O)O)n(-c3nc(C)cc(-n4nc(C(C)C(=O)O)nc4-c4ccc(OC)cc4)n3)n2)cc1 (centres undefined)
  104	99	91	97	115	107	111	97	93
CCCc1cc(=O)n2c(C(=O)Nc3ccc(Cl)cc3C)c(C(=O)Nc3ccc(F)cc3)sc2n1
  nt	63[30 µM]	94[30 µM]	72[30 µM]	107[30 µM]	84[30 µM]	105[30 µM]	42[30 µM]	30[30 µM]
Cc1onc(C(=O)NNC(=O)Nc2ccc(Cl)cc2)c1C(=O)N1CCN(C(c2ccccc2)c2ccccc2)CC1
  110	107	97	100	112	89	109	101	89
N#CC1C=Cc2ccccc2N1C(=O)c1ccccc1 (centres undefined)
  104	118	98	125	133	122	98	96	96
C=CCc1cccc(C)c1O
  104	nt	102	nt	108	nt	109	83	97
O=C(/C=C\c1ccccc1)CCN1CCOCC1
  108	66	78	114	57	93	112	103	89
O=C(C[n+]1ccc(-c2ccccn2)cc1)c1ccc(O)c(O)c1
  103	102	105	100	108	110	113	109	99
O=C(/C=C/c1ccccc1)c1ccccc1
  120	87	86	79	114	33	69	101	6.7*
Cn1c(=O)c2[nH]c(SCC(=O)c3ccc(Cl)cc3)nc2n(C)c1=O
  100	93	95	106	108	95	106	92	95
C=C1C(=O)O[C@H]2[C@H]1CC/C(COC(=O)c1c[nH]c3ccccc13)=C\CC[C@@]1(C)O[C@@H]21
  -81*	-61*	-70*	-40*	-53*	-47*	-60*	-2.2*	-86*
N#Cc1cnc(-n2cc(C#N)c(-c3ccccc3)n2)nc1N
  86	118	100	110	115	97	105	92	106
O=C(O)c1cccc([N+](=O)[O-])c1O
  nt	105	100	99	105	110	101	96	99
COC(=O)C12C3C(=O)N(c4ccc(Cl)cc4)C(=O)C3C(c3cn(-c4ccccc4)nc3C)N1[C@H](c1cn(-c3ccccc3)nc1C)[C@@H]1C(=O)N(c3ccc(Cl)cc3)C(=O)[C@@H]12 (some centres undefined)
  98	97	93	93	105	102	98	85	96
CCOC(=O)C1=C(C)NC(C)=C(C(=O)OC)C1c1cccc(C#N)c1 (centres undefined)
  103	108	95	104	123	97	101	99	110
COC1=C(OC)C(=O)C(N(C)C)=C(CO)C1=O
  nt	118	104	104	108	102	98	92	102
C#CCOC(=O)[C@@H]1CCCN1C(=O)OC(C)(C)C
  107	101	100	99	115	105	105	94	102
COC(/C=C/c1ccc([N+](=O)[O-])cc1)OC
  nt	85	116	91	110	110	95	86	27
CC1CCN(CCCCCOc2ccc3oc4cc(Cl)ccc4c(=O)c3c2)CC1
  79	37	-17*	81	37	49	5.9*	75	23
CS(=O)(=O)Oc1ccc(-c2cn3ccsc3n2)cc1
  92	109	100	103	121	105	103	107	105
CCOC(=O)c1ccc2c(c1)[n+](=O)c(C(=O)OC)c(C)n2[O-]
  81	86	52	81	69	85	80	86	64
O=C(CCc1nc2sc3c(c2c(=O)[nH]1)CCCC3)Nc1nccs1
  111	109	110	112	119	106	112	87	99
COc1ccc(NC(=S)/N=c2\oc3c(OC)cccc3cc2-c2cc3ccccc3[nH]2)cc1
  101	84	84	58	101	73	83	-12*	65
O=C(O)/C=C\C(=O)Nc1ccc(Cl)cc1Cl
  106	110	112	108	111	104	89	97	92
C=CCn1c(SCC(=O)Nc2ccc(C(=O)/C=C/c3ccc(OC)cc3)cc2)nnc1-c1ccc(Cl)cc1
  92	112	87	84	116	90	88	85	54
CC(=O)Nc1ccc(/C=C/c2ccc([N+](=O)[O-])cc2)cc1
  104	94	99	100	126	90	95	101	103

(continued)
Screens in order – HCC-2998	SW-620	HCT-15	SNB-19	COLO 205	KM12	HT29	SNB-75	HCT-116
CC1=CC23OCC(=O)N2c2ccccc2C(O)C3C(C)=C1 (centres undefined)
  107	98	97	97	111	103	98	80	85
CCN(CC)CCOc1ccc(/C(=C(\C)c2ccc(F)c(OC)c2)c2ccc(Cl)cc2)cc1
  -33*	-7.8*	2.6*	8.4*	-59*	-3.3*	9.1*	32	1.6*
CCN1C2CCC1/C(=C\c1ccc(F)cc1)C1=C2[C@@H](c2ccc(F)cc2)C(C#N)=C(N)O1 (some centres undefined)
  109	105	97	104	98	96	85	85	91
Nc1ccc2ccccc2c1-c1c(N)ccc2ccccc12
  66	24	31	44	5.4*	26	7.4*	43	25
Nc1nccc(=S)[nH]1
  114	103	99	104	127	106	75	94	109
Cc1cc(C)cc(NNc2cc(Br)cc(Br)c2)c1
  114	104	103	109	128	99	73	102	107
CC(C)(C)CC(C)(C)NCc1ccc(Cl)cc1
  88	99	102	95	97	98	96	97	99
CC(C(Cl)c1ccccc1)S(=O)c1ccccc1 (centres undefined)
  117	103	98	93	112	105	107	71	98
CC(C)=CC/C=C(/C)[C@H]1CC[C@]2(C)[C@@H]1CC[C@@H]1[C@@]3(C)CCC(=O)NC(C)(C)[C@@H]3CC[C@]12C
  5.3*[100 µM]	-59*[100 µM]	12[100 µM]	25[100 µM]	-0.4*[100 µM]	-56*[100 µM]	0.0*[100 µM]	20[100 µM]	-37*[100 µM]
Cc1nc2n(c(=O)c1CCN1CCC(c3noc4cc(F)ccc34)CC1)CCC[C@@H]2O
  109	101	94	102	97	100	95	87	100
O=C(N/N=C/c1cccnc1)C(=O)Nc1cccc(C(F)(F)F)c1
  100	106	101	98	93	100	108	99	99
COc1c(C(=O)/C=C/c2ccc(C)o2)c(O)cc2occc12
  79	32	36	77	104	45	65	60	53
CCOC(=O)C(C#N)N=Nc1ccccc1 (centres undefined)
  107	104	90	111	116	106	103	100	111
OC(CSc1ccccc1)CN1CCN(c2ccc(Cl)cc2)CC1 (centres undefined)
  95	105	96	95	107	110	101	91	90
CCCCCCC1OCC(CC)(CCCC)CO1 (centres undefined)
  114	106	102	110	114	113	103	100	115
ClC/C=C/CSc1ncnc2c1ncn2C/C=C/CCl
  86&98	69&99	97&105	99&102	91&118	94&100	90	102&101	86&94
O=C(O)c1cc(C(=O)O)[nH]n1
  98	105	114	96	115	107	nt	88	106
COCCOC(=O)NC(=O)Nc1ccc(C(=O)c2ccc(Cl)cc2)cc1
  47	30	21	41	13	29	12	6.4*	30
CCCC(C)NCCOC(=O)c1ccccc1 (centres undefined)
  118&115	116&108	100&99	112&107	117&101	165&109	110&98	103&93	106&107
O=C(O)CCCn1c(-c2ccc(Cl)cc2)nc(-c2ccccc2)c1-c1ccccc1
  102	97	92	98	105	100	92	85	97
NNC(=O)Cc1ccc2ccccc2c1
  nt	93	94	101	101	98	102	79	103
Cn1c(=O)c(C#N)c(-c2ccccc2)n2c(SCc3ccccc3)nnc12
  108	81	64	112	107	84	97	113	67
COC(=O)[C@H](Cc1cn(C)cn1)NC(=O)[C@H](CC(=O)OCc1ccccc1)NC(=O)Nc1cc(C(F)(F)F)cc(C(F)(F)F)c1
  -91*[100 µM]	-59*[100 µM]	-82*[100 µM]	-93*[100 µM]	-94*[100 µM]	-90*[100 µM]	-85*[100 µM]	-99*[100 µM]	-98*[100 µM]
NS(=O)(=O)c1cccc(Nc2nc(SCC(=O)c3ccc(Cl)cc3)nc3ccccc23)c1
  112	79	89	70	105	72	88	34	76
C(CCN1CCCCC1)=C(c1ccccc1)c1ccccc1
  103	101	87	106	92	101	77	79	86
Cn1cccc1C(=O)C1C(c2cccc(F)c2)C2CSCN2C12C(=O)Nc1ccc(Cl)cc12 (centres undefined)
  115	97	101	89	100	98	102	83	95
N#Cc1ncc(-c2ccc(F)cc2)c(NC2CCCCCC2)n1
  102	94	77	79	97	95	84	78	68
CSc1nc(NN)c(C#N)c(-c2ccco2)n1
  102	97	114	98	100	67	100	106	94
COc1cc([N+](=O)[O-])c(NC(C)=O)cc1Br
  109	113	100	105	124	114	109	108	108
Ic1ccc([I+]c2ccc(I)cc2)cc1
  70	39	103	75	74	61	36	85	19

Limited to SW-620 and SNB-75, for some of the entries so far:
SMILES | SW-620 | SNB-75
COc1c(C(=O)/C=C/c2ccc(C)o2)c(O)cc2occc12 | 32 | 60
CCOC(=O)C(C#N)N=Nc1ccccc1 (centres undefined) | 104 | 100
OC(CSc1ccccc1)CN1CCN(c2ccc(Cl)cc2)CC1 (centres undefined) | 105 | 91
CCCCCCC1OCC(CC)(CCCC)CO1 (centres undefined) | 106 | 100
ClC/C=C/CSc1ncnc2c1ncn2C/C=C/CCl | 69&99 | 102&101

The list continues.
Screens in order – HCC-2998	SW-620	HCT-15	SNB-19	COLO 205	KM12	HT29	SNB-75	HCT-116
CN1CCN(Cn2nc(-c3cc(Cl)cc(Cl)c3Cl)n(/N=C/c3ccc(Cl)cc3)c2=S)CC1
  103	110	94	97	118	107	117	107	89
Nc1c(C(=O)NCc2ccco2)sc2nc3c(cc12)C(=O)CCC3
  107	110	95	99	124	114	105	77	107
CCOC(=O)c1[nH]c(-c2ccc(Cl)cc2)cc1-c1cccnc1
  30	25	22	53	-15*	20	6.3*	-1.8*	9.8*
N#CCC1=CCCCC1
  106	109	104	96	130	105	105	92	95
COC(=O)C[C@H](Nc1nc(N)nc(N2CCCCC2)c1C=O)C(=O)OC
  103	109	111	100	122	116	102	109	105
O=S(=O)(NC1c2ccccc2CC1O)c1ccc(Cl)c(Cl)c1 (centres undefined)
  99	99	98	102	111	104	106	78	100
Oc1ccc(-c2cnc3nonc3n2)cc1
  102	106	93	102	115	102	94	94	84
Cc1ccc2nc(-c3ccc(-c4nnc(SCC(=O)Nc5ccc(Cl)cc5)o4)cc3)[nH]c2c1
  68	3.5*	22	27	46	51	31	101	9.4*
CCCCNC(=O)c1cc(NCc2cc(O)ccc2O)ccc1O
  96	110	85	106	108	78	81	67	86
CC(C)n1c(/C=C/[C@@H](O)C[C@@H](O)CC(=O)O)c(-c2ccc(F)cc2)c2ccccc21
  78	73	51	56	75	88	76	30	22
O=C(NNC(=S)Nc1ccccc1)c1ccc2cccc(O)c2n1
  93	85	50	77	99	74	102	97	82
CC(C)C(C#N)c1ccccc1 (centres undefined)
  111	103	100	101	131	110	113	79	109
N#CSCc1ccc(CSC#N)c(Cl)c1
  102	25	37	84	45	69	35	32	44
O=C(CC1Sc2ccccc2NC1=O)NNc1ccc(Cl)cc1Cl (centres undefined)
  72	99	92	65	nt	92	87	66	72
O=C1/C(=C/c2ccc(Cl)cc2)CN(Cc2cn(CCNc3ccnc4cc(Cl)ccc34)nn2)C/C1=C\c1ccc(Cl)cc1
  -95*	-92*	-82*	-92*	-100*	-94*	-100*	nt	-85*
CCOC(=O)c1c(C)nc2c(c1N)/C(=C/c1ccc(OC)cc1)C(=O)N2Cc1ccccc1
  63	56	41	78	74	34	34	73	37
COc1cc(O)c(C(=O)c2ccccc2)cc1S(=O)(=O)O
  109	95	104	108	108	114	104	88	105
CCCCCCCCCCCCCC#N
  112	106	100	107	104	113	101	113	97
Cc1c(C2Nc3ccccc3C2C)[nH]c2ccccc12 (centres undefined)
  75	56	33	83	74	nt	44	49	32
Cc1c(O)c(O)cc2c3c(oc12)CC(C(C)C)CC3=O (centres undefined)
  111	87	45	89	117	93	103	85	69
CCn1nc(-c2ccccn2)c2cccnc2c1=S
  72	79	67	94	31	73	52	95	17
c1ccc(-c2nn(-c3ccccc3)[n+](-c3cccc4ccccc34)n2)cc1
  21	nt	103	25	3.4*	10	12	48	7.6*
COc1cc(CNS(=O)(=O)c2ccc(C)cc2)ccc1OCc1cn(-c2ccccc2[N+](=O)[O-])nn1
  nt	101	100	100	115	105	103	71	99
CC(CN)[C@@H]1CC[C@]2(CO)CC[C@]3(C)[C@H](CC[C@@H]4[C@@]5(C)CCC(NCCO)C(C)(C)[C@@H]5CC[C@]43C)[C@@H]12 (some centres undefined)
  -27*	-61*	38	78	67	33	1.2*	59	6.9*
COCC(O)CN1CCN(c2ccc(C)cc2)CC1 (centres undefined)
  98	105	101	92	113	102	103	nt	88
CCCC(=O)OCc1ccccc1
  102	105	102	100	119	110	100	87	102
COc1ccc(OC)c2c1nc(N)c1c3ccccc3cn21
  83	61	75	93	nt	80	73	83	62
O=C(O)c1ccccc1/C=N/N1CCCCCC1
  97	99	109	109	98	110	110	78	100

Record cards (already shown):
Profile of CC(C)(C)CC(C)(C)NCc1ccc(Cl)cc1 : HCC-2998 = 88; SW-620 = 99; HCT-15 = 102; SNB-19 = 95; COLO 205 = 97; KM12 = 98; HT29 = 96; SNB-75 = 97; HCT-116 = 99
Profile of CCOC(=O)c1ccc2c(c1)[n+](=O)c(C(=O)OC)c(C)n2[O-] : HCC-2998 = 81; SW-620 = 86; HCT-15 = 52; SNB-19 = 81; COLO 205 = 69; KM12 = 85; HT29 = 80; SNB-75 = 86; HCT-116 = 64

Assay outcomes as filed in PubChem BioAssay.
